Source: PubChem
MT1-MMP act inh – inhibitors of human MT1-MMP activation. HT1080 RFP-PRO-GFP cells, GFP/RFP ratio fluorescence, overnight; percent of plate control window, DMSO zero. 360,000 compounds, 0.061% hits. P50281. GFP/RFP ratio change, % at 20 µM;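 active means GFP/RFP ratio change of at least 30% with cell ATP level not reduced by more than half and red fluorescence within 50% of control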; further: strong numbers were not always called active
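Assay system: HT1080 RFP-PRO-GFP cells. Benchmarks: DMSO vehicle wells and RFP-L50D-GFP reporter cell wells. Times: overnight cell settling, then overnight compound exposure, 37 °C, 5% CO2. Compound: 20 µM single dose, 1% DMSO. Read-out basis: GFP/RFP fluorescence ratio.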
NRP1-CendR mod – NRP-1/CendR interaction modulation; O14786; FAM-RPARPAR peptide binding to NRP-1, fluorescence polarization; inhibition, % at 25 µM; 360,000 compounds, 0.85% hits; AID 602438;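 active means inhibition or corrected inhibition above about 18%, plus a signal ratio from 0.5 to 1.5, limit read from the data, passing the limit was not always enough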; further: strong numbers were not always called active
NadD inh – inhibitors of Staphylococcus aureus NadD; purified NadD enzyme, colorimetric absorbance read-out; inhibition, % at 20 µM; 360,000 compounds, 0.78% hits; AID 602399; in the data active means inhibition above about 26%; further: some compounds past the cut are filed as inactive
DNMT1 block – DNMT1 (human) enzyme inhibition. DNMT1 molecular beacon, Hinp1I cleavage, fluorescence. inhibition (reported as % activation of signal), % at 10 µM. 360,000 compounds, 0.83% hits. AID 588458; in the data active means inhibition above about 50%
SUMO1-SIM PPI – modulators of human SUMO1-mediated protein-protein interactions. P63165. SUMO1 binding to a labelled peptide, TR-FRET, 1 h. inhibition, % at 20 µM. 360,000 compounds, 0.33% hits. AID 602429; in the data active means inhibition above about 37%
SKN-1 block – blocks SKN-1 activity in C. elegans. C. elegans VP596 Pgst-4::GFP/RFP ratio, acrylamide-induced, 24 h. inhibition, % at 21.8 µM. 360,000 compounds, 0.49% hits. AID 624304;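 active means interference check ratio from 0.5 to 1.5 plus GFP to RFP signal ratio inhibition reaching or exceeding a fixed threshold, cut at about 30% in these data, passing the limit was not always enough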; further: some compounds called inactive have numbers as strong as hits
STEP inh – inhibitors of human striatal-enriched phosphatase STEP; P54829; recombinant STEP, OMFP fluorogenic substrate, fluorescence; inhibition, % at 20 µM; 360,000 compounds, 0.25% hits;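 active means inhibition at 20 µM, scaled per plate between control wells, above about 37%, limit read from the data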;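 further: 0% = DMSO with enzyme and substrate and 100% = substrate only without enzyme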
Target sequence (P54829 whole entry, looked up): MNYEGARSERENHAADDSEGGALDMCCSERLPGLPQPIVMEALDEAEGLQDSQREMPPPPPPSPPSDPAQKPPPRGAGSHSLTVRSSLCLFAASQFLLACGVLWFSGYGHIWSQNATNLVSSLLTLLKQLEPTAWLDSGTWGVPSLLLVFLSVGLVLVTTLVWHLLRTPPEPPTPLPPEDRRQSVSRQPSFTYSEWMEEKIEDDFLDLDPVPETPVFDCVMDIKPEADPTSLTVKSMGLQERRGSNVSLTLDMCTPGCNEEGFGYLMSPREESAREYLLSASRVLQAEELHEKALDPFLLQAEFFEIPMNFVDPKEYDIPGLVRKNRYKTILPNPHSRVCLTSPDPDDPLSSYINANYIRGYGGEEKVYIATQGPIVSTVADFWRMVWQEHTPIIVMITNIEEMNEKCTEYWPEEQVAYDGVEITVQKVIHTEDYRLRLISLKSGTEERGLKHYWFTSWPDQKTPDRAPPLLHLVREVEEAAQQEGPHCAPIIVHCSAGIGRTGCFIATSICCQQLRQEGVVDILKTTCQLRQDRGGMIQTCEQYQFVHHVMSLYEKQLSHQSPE
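System: STEP (striatal-enriched tyrosine phosphatase) enzyme, cell-free; medium: Bis-Tris pH 6.0 buffer with DTT, detergent; dosing: 20 µM, 1% DMSO; times: reaction 20 min, ambient temperature; detection: fluorescence, 480/540 nm; read-out basis: normalized % inhibition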
Scp1 inh – blocks human Scp-1 phosphatase activity | Q9GZU7 | Recombinant Scp1, phosphopeptide, malachite green phosphate absorbance | inhibition, % at 20 µM | 340,000 compounds, 0.88% hits | AID 493091;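 active means inhibition above about 50% at 20 µM, limit read from the data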;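 further: plate controls were DMSO wells with enzyme for no effect and wells lacking enzyme for full effect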
Target sequence (Q9GZU7 76-261 limits assumed): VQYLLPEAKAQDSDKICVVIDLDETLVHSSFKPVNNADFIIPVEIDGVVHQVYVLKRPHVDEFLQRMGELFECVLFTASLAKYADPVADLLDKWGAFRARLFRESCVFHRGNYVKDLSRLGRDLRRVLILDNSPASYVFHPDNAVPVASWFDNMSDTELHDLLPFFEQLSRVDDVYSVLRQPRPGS
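Incubation: 45 min enzyme reaction at room temperature / System: truncated SCP-1 phosphatase (76-261aa) / Reagent: Phospho 17-mer peptide substrate / Buffer or medium: Acidic Tris acetate buffer with magnesium and detergent / Signal: absorbance at 630 nm / Doses: one concentration, 20 µM, with 1.0% DMSO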
Rpn11 block – Rpn11 (human) deubiquitinase inhibition. O00487. human 26S proteasome, Ub4-pepOG fluorescence polarization; 20S core pre-blocked with epoxomicin. calls only at 20 µM. 360,000 compounds, 0.59% hits. AID 588493;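 active means inhibition at 20 µM, scaled to each plate's controls, above about 33%, limit read from the data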
Target sequence (O00487 whole entry, looked up): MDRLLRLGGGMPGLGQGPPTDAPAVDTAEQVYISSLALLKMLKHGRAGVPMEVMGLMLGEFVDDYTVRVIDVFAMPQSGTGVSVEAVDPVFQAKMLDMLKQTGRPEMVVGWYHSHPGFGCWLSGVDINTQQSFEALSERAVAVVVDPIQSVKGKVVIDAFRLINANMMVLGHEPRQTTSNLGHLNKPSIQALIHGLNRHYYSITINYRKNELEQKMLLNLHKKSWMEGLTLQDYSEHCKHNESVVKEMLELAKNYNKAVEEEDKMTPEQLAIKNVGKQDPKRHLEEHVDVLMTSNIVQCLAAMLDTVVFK
LMPTP inh – LMPTP (human) inhibition; recombinant LMPTP-A, OMFP fluorogenic substrate, fluorescence intensity; inhibition, % at 20 µM; 360,000 compounds, 0.22% hits; AID 651560;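 active means compounds that cut the enzyme signal by at least half of the control window in the single-dose screen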;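 further: plate controls were DMSO wells with enzyme plus substrate for no effect and substrate without enzyme for full effect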
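Test system – LMPTP-A enzyme · Amount – LMPTP-A at 0.625 nM final in the reaction · Buffer or medium – Bis-Tris pH 6.0, DTT, detergent · Reagent – OMFP 400 µM · Doses – single 20 µM dose · Schedule – reaction 50 min, room temperature, dark · Detection – fluorescence intensity of OMFP turnover product · Evaluation – percent inhibition versus substrate-only and uninhibited controls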
Numbers without * were called inactive; i = inactive; · = no result given.

smiles	MT1-MMP act inh	NRP1-CendR mod	NadD inh	DNMT1 block	SUMO1-SIM PPI	SKN-1 block	STEP inh	Scp1 inh	Rpn11 block	LMPTP inh
O=C(NC1CCCCC1)C(c1ccco1)N(C(=O)c1csnn1)C1CCCC1 (configuration not stated)	-6.0	-22.8	0.5	-4.1	1.1	4.8	-1.4	-7.3	i	-1.3
C[C@H]1COC(=O)[C@@H](CC(=O)OC(C)(C)C)C/C=C\C[C@@H](CC(=O)N(CCO)Cc2ccccc2)C(=O)N1	3.5	7.1	-0.1	4.4	-0.5	-4.5	0.1	3.9	i	2.4
Cc1ccc(S(=O)(=O)N(C)C)cc1NC(=O)CSc1nnnn1-c1ccc(O)cc1	3.3	9.6	-3.3	-1.7	4.1	4.9	10.6	31.8	i	0.0
CCOC(=O)c1ccc(NC(=O)NCCc2cnc[nH]2)cc1	·	9.2	6.5	-0.9	-1.6	0.2	2.7	-2.4	i	-5.9
C=CCOc1cccc(C2/C(=C(\O)c3ccc4c(c3)OCCO4)C(=O)C(=O)N2Cc2cccnc2)c1 (configuration not stated)	-1.6	-1.3	6.3	-0.5	-6.6	8.6	-0.7	-7.5	i	6.0
CC(=O)c1cnc2c(C(=O)O)cnn2c1C	1.1	-2.3	2.9	4.1	-3.0	5.6	-0.2	-12.2	i	-0.3
COc1ccc(-n2c(SCC(N)=O)nnc2-c2ccco2)cc1	0.2	1.4	-3.7	0.8	1.9	10.1	-1.0	-12.3	i	0.8
COc1cccc(-c2c(C(=O)N/N=C/c3ccc(C)s3)nnn2-c2nonc2N)c1	-3.3	-5.2	3.8	-1.5	-9.9	18.8	-1.1	3.1	i	0.8
C=CCn1c(SCC(=O)N(CC)C2CCS(=O)(=O)C2)nc2cc(C(=O)O)ccc2c1=O (configuration not stated)	-0.3	3.3	2.5	3.8	-0.8	-13.3	2.8	2.0	i	-0.9
Cc1cccc(C=Nc2ccc3c(c2)oc2ccccc23)c1O	4.5	-7.7	-2.0	-1.4	4.8	-0.2	-0.9	-8.3	i	0.3
COc1cc(C=C2C(=O)OC(c3ccccc3)OC2=O)cc(Br)c1O (configuration not stated)	0.4	-63.6	1.9	-1.2	-5.1	-3.5	-1.2	8.4	i	-1.0
CN(C)CCC(=O)N1c2ccccc2Sc2ccc(Cl)cc21	-3.7	21.1	-4.6	0.5	-2.0	-2.3	-3.5	-4.7	i	-1.1
CCN(CC)C(=O)Nc1ccc(C(=O)OC)cc1	-2.2	3.6	-4.8	1.4	1.6	5.0	-3.7	39.2	i	-1.3
CC(C)COC(=O)C(C#N)c1nc2ccccc2nc1N1CCN(Cc2ccccc2)CC1 (configuration not stated)	-12.3	-21.1	7.2	-13.6	-5.8	-8.6	6.3	7.7	i	6.2
CCOc1ccccc1NC(=S)N(CCC(C)C)C1CCN(C(C)=O)CC1	3.7	-6.9	3.0	-0.4	-1.3	0.5	2.2	9.1	i	-1.1
O=S(=O)(Nc1ccc(Cl)cn1)c1cccc(S(=O)(=O)c2ccccc2)c1	-5.3	1.2	-2.6	15.4	3.3	-9.9	-3.8	1.0	i	-0.3
CC1COc2ccccc2N1C(=O)c1ccc(F)cc1 (configuration not stated)	2.5	-2.1	-1.7	5.0	-6.0	-12.7	0.3	-7.0	i	-1.6
O=C(/C=C/c1cccc([N+](=O)[O-])c1)N1CC[C@@]2(O)CCCC[C@H]2C1	-5.1	-4.7	-4.7	-0.9	-25.7	-11.5	-0.7	-3.3	i	-1.0
O=C(/C=C/c1ccc([N+](=O)[O-])cc1)OCc1cnc(-c2ccccc2)o1	-1.2	0.0	-2.6	0.9	-10.8	-7.0	-0.5	-8.3	i	-0.7
CCCC1(C(=O)OC)NC(c2ccc(OC)c(OC)c2)C2C(=O)N(c3ccc4c(c3)OCO4)C(=O)C21 (configuration not stated)	0.0	22.4	0.7	5.0	1.5	-5.7	1.8	1.6	i	0.3
Nc1cc(=O)[nH]c(SCC(=O)Nc2cc([N+](=O)[O-])ccc2Cl)n1	1.1	-7.9	9.5	-0.7	-12.1	-3.8	-0.6	-2.2	i	0.4
O=C1CCCc2ccccc2N1	-0.2	4.9	3.4	0.8	-1.8	11.8	0.0	0.7	i	-0.7
CN(CCc1ccccc1)C(=O)c1ccc(NC(=O)Cc2cccc(NC(=O)C3CCN(C(=O)CCc4ccccc4)CC3)c2)cc1	6.9	-4.9	3.3	-17.4	-1.6	7.3	-0.7	-16.7	i	2.8
COc1cccc(CNC(=O)c2ccccc2-c2ccccc2C(=O)O)c1	-4.2	0.2	-5.5	4.5	5.0	8.4	1.8	3.0	i	-1.5
Cc1cccc(NC2CCCCC2NS(=O)(=O)c2ccccc2)c1 (configuration not stated)	0.2	11.1	-6.0	-4.3	5.0	1.0	-1.4	5.9	i	0.6
O=C(COC(=O)CCSc1ccccc1)NCc1ccccc1Cl	6.8	-4.6	-6.9	3.2	1.2	-17.3	0.3	-15.0	i	-0.3
CC(NC(=O)C1CCC(=O)N1Cc1ccc(F)cc1)c1ccc2c(c1)OCCO2 (configuration not stated)	-2.5	-6.5	-3.3	-0.2	-3.7	2.7	-1.5	-2.8	i	-1.1
Cc1cccc2nc(CSc3nnc4ccccn34)cn12	0.6	-6.2	-0.2	5.4	-3.4	-11.4	-0.9	-10.7	i	-1.6
O=C(NCc1ccccn1)Nc1cccc(NC(=O)NCc2ccccn2)c1	-9.8	9.5	-0.8	0.3	-1.4	11.2	0.0	-21.4	i	1.9
C1=CCN(c2nc(N3CCOCC3)nc(N3CCCc4ccccc43)n2)CC1	-3.9	-23.1	-1.0	-5.8	3.0	21.2	2.4	·	i	1.6

Arranged by value in SUMO1-SIM PPI (largest number first): 3 from the list above
SMILES,SUMO1-SIM PPI
CCCC1(C(=O)OC)NC(c2ccc(OC)c(OC)c2)C2C(=O)N(c3ccc4c(c3)OCO4)C(=O)C21 (configuration not stated),1.5
O=C(COC(=O)CCSc1ccccc1)NCc1ccccc1Cl,1.2
O=C(NCc1ccccn1)Nc1cccc(NC(=O)NCc2ccccn2)c1,-1.4

The listing continues.
smiles	MT1-MMP act inh	NRP1-CendR mod	NadD inh	DNMT1 block	SUMO1-SIM PPI	SKN-1 block	STEP inh	Scp1 inh	Rpn11 block	LMPTP inh
O=C(O)CCc1nc(-c2ccccc2Cl)no1	2.3	-3.0	-3.2	2.0	-1.6	7.3	3.1	-0.4	i	0.7
OC[C@@H]1CN(Cc2ccc(Cl)cc2)C[C@H](n2cnc3c(NC4CCC4)ncnc32)O1	9.5	-8.0	-0.7	-1.4	2.2	6.3	-0.3	·	i	-0.3
COc1nc(OC)nc(N2CCC(C(=O)NCc3ccco3)CC2)n1	8.2	-17.1	-2.6	2.3	4.4	-10.2	-3.2	-4.7	i	-1.3
COC(=O)c1cc(OC)c(OC)cc1NC(=S)N1CCCC1	6.3	-12.9	-4.0	-0.7	-2.4	-2.5	-1.6	-3.9	i	-1.6
O=C(NCCc1cccs1)C1CC(c2c(Cl)cccc2Cl)=NO1 (configuration not stated)	-0.8	-7.7	-3.1	-1.3	3.7	10.3	2.2	-5.0	i	-0.3
CN(CC(=O)Nc1ccc(F)cc1)C(=O)Cc1ccsc1	0.5	-10.3	-0.2	-5.0	-6.5	-1.4	-0.2	-4.8	i	-0.9
COc1ccccc1C(=O)NC(=O)COC(=O)Cn1[nH]c(=O)c2ccccc2c1=O	-1.3	-10.5	-4.9	0.6	-1.9	-6.0	0.6	-7.6	i	-0.6
Cc1ccc(O)c(NC(=O)C2=CC(c3cccs3)=NS(=O)(=O)N2C)c1	0.3	-0.6	-4.0	-4.7	-12.1	-15.2	-2.5	-11.9	i	0.1
COCC(=O)NNC(=O)c1ccc(OC)cc1	-1.3	7.3	-3.1	0.9	2.5	13.7	-0.8	-10.7	i	-0.3
CN1CCN(c2ccc([N+](=O)[O-])cc2NC(=O)c2ccccc2Cl)CC1	1.5	2.6	1.7	-0.1	-17.5	3.0	-1.6	2.8	i	-1.2
Cc1ccc(S(=O)(=O)N[C@H](C(=O)OCC(=O)NC(=O)c2cccn2C)C(C)C)cc1	-1.4	-8.6	1.9	1.6	2.2	-5.8	-4.6	4.7	i	0.3
Cc1ccc(-c2nc3cc(NC(=O)C(C)C)ccc3o2)cc1	11.5	-0.7	-11.6	0.0	21.1	-9.0	-2.1	-2.0	i	-1.3
COc1ccc(S(=O)(=O)N2CCOCC2)c2ccccc12	-0.4	0.2	1.3	-0.3	1.7	8.3	1.8	-6.5	i	0.3
O=C(NCCc1nnc2ccc(SCC(=O)N3CCCC3)nn12)c1ccccc1	-5.0	0.5	-2.1	-1.0	2.7	0.4	-2.4	-1.8	i	-0.3
O=c1cc(COc2ncnc3c(Cl)cc(Cl)cc23)nc2sccn12	-7.0	3.4	1.1	1.4	-1.8	13.1	2.5	7.7	i	-0.7

3 compounds already listed, arranged by number of heavy atoms, ascending.
smiles	MT1-MMP act inh	NRP1-CendR mod	NadD inh	DNMT1 block	SUMO1-SIM PPI	SKN-1 block	STEP inh	Scp1 inh	Rpn11 block	LMPTP inh
O=C(O)CCc1nc(-c2ccccc2Cl)no1	2.3	-3.0	-3.2	2.0	-1.6	7.3	3.1	-0.4	i	0.7
CN(CC(=O)Nc1ccc(F)cc1)C(=O)Cc1ccsc1	0.5	-10.3	-0.2	-5.0	-6.5	-1.4	-0.2	-4.8	i	-0.9
Cc1ccc(O)c(NC(=O)C2=CC(c3cccs3)=NS(=O)(=O)N2C)c1	0.3	-0.6	-4.0	-4.7	-12.1	-15.2	-2.5	-11.9	i	0.1

New compounds follow:
smiles	MT1-MMP act inh	NRP1-CendR mod	NadD inh	DNMT1 block	SUMO1-SIM PPI	SKN-1 block	STEP inh	Scp1 inh	Rpn11 block	LMPTP inh
O=C1Nc2cc(C(=O)NCCN3CCCCCC3)ccc2S/C1=C\c1ccccc1	-2.5	-0.9	44.1*	6.1	-77.8	12.7	4.5	0.3	i	3.6
COc1cc(OC)cc(-c2cc3ccc(F)cc3cn2)c1	3.7	-3.4	-2.8	2.2	-18.4	11.3	2.4	1.9	i	0.4
COc1ccc(C(=O)NNS(=O)(=O)c2ccccc2)cc1OC	2.6	-2.7	3.5	-2.6	3.6	8.3	-2.3	1.2	i	1.5
CN(C)CCn1c(=O)n(-c2ccc(F)cc2)c(=O)c2c3c(sc21)CCCCC3	-4.4	34.8*	-12.5	-1.6	7.3	-8.2	0.4	-3.5	i	-1.0
COc1ccc(C2=NN(S(C)(=O)=O)C(c3cccs3)C2)cc1 (configuration not stated)	-4.2	7.9	-1.5	0.2	-3.0	-18.1	-1.3	-0.4	i	-1.1
CCC1([N+](=O)[O-])COC(c2ccc(Cl)cc2)OC1 (configuration not stated)	0.1	-9.6	-1.3	0.4	2.3	8.2	-3.4	-6.7	i	0.1
